# ERG-DNA inh = qHTS for Small Molecule Inhibitors of the ERG Ets/DNA interaction; Transcriptional regulator ERG (Homo sapiens), P11308; fluorescence polarization, His-ERG Ets domain / labelled DNA; Potency, µM (doses to about 76.9 µM), for inactives: top-dose FP activity, negative = inhibition, hits mostly inhibitors; 370,000 tested, 0.028% active; AID 624246, 2012; active = well fitted inhibition curve with a large enough effect in the polarisation, with a control signal flat; inconclusive = small, poorly fitted or top-dose-only effect, or effect the other way, or a change in a side signal; inactive = no such curve, though single readings can be large or run the other way; the % refers to the polarisation;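 also: polarization taken with two DNA probes labelled with fluorescein and Texas red; potency is read from the fitted curve at half-maximal effect; % of control where 0% means no effect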
# Target sequence (P11308 whole entry, looked up, the tested form may be a part): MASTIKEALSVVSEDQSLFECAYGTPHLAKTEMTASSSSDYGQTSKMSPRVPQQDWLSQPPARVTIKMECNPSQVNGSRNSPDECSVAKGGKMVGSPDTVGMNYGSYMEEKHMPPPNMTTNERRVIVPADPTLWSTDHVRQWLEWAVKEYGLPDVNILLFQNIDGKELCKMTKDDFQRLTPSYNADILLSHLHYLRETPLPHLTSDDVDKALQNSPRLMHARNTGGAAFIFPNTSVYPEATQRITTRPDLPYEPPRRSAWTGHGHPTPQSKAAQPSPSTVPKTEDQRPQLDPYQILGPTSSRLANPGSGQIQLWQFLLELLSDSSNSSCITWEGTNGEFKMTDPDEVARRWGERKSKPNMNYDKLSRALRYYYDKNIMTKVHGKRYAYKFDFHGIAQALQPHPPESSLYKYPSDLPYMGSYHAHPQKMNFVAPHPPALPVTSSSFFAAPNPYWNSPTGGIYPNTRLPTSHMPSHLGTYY
#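 His-tagged ERG Ets domain (1 uM in the protein solution; 300mM KCl, 50mM Tris-HCl, 1mM EDTA, 1mM DTT, pH 7.5) received compound, then a probe mix of 5 nM fluorescein-DNA and 100nM Texas-615-DNA. Fluorescence polarization was read for both dyes.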
# PGK inhibitor = qHTS Assay to Find Inhibitors of Phosphoglycerate Kinase; PGK/GAPDH coupled, Kinase-Glo luminescence, 60 min; 380,000 tested, 0.043% active; Potency, µM (highest dose often 57.5 µM), without a hit: at the top dose activity change, negative = inhibition, usual class: inhibitors; Phosphoglycerate kinase, glycosomal (Trypanosoma brucei brucei), P07378; also: potency is read from the fitted curve at half-maximal effect; % is scaled to controls: 0 for no effect and ±100 for the full control effect; nearly all actives have a fitted effect of over 60% in size
#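 Recombinant glycosomal PGK reaction used 1,3-bisphosphoglycerate generated in-well by GAPDH (100nM final) in 100mM TEA pH 7.6, 5mM MgCl2, 0.01% Tween-20. After 60 minutes at room temperature, ATP was read by Kinase-Glo Plus luminescence end-point.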
# BAZ2B block = qHTS Assay for Inhibitors of BAZ2B; Bromodomain adjacent to zinc finger domain protein 2B (Homo sapiens), Q9UIF8; AlphaScreen BAZ2B-H3K14Ac peptide displacement; Potency, µM (highest dose often 114 µM), inactives show top-dose activity change, negative = inhibition, actives largely listed as inhibitors; 360,000 tested, 4.4% active; AID 504333, 2011; also: potency is read from the fitted curve at half-maximal effect; % is scaled to controls: 0 for no effect and ±100 for the full control effect; nearly all actives have a fitted effect of over 60% in size
#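 AlphaScreen displacement of biotin-H3(5-23)K14Ac peptide (50 nM final) from BAZ2B (50 nM final) in PBS pH 7.4, 0.01% Tween-20; complex preformed 30 min RT, then compounds (top 110 uM) 30 min RT, beads 20 min dark.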
# Pin1 inh = qHTS Assay to Find Inhibitors of Pin1 | Peptidyl-prolyl cis-trans isomerase NIMA-interacting 1 (Homo sapiens), Q13526 | Pin1 FP peptide displacement, HiFluor488, 10 min | Potency, µM (highest dose often 115 µM), for the others: top-dose activity, negative = inhibition, usual class: inhibitors | 390,000 tested, 0.009% active | AID 504891, 2011; active = well fitted inhibition curve with a large enough effect in the polarisation, with a control signal flat, not every such curve was filed as active; inconclusive = small, poorly fitted or top-dose-only effect, or effect the other way, or a change in a side signal; inactive = no such curve, though single readings can be large or run the other way; the % refers to the polarisation; also: potency is read from the fitted curve at half-maximal effect; % is scaled to controls: 0 for no effect and ±100 for the full control effect
# G9a block = qHTS Assay for Inhibitors of Histone Lysine Methyltransferase G9a | 350,000 tested, 8.8% active | Histone-lysine N-methyltransferase EHMT2 (Homo sapiens), Q96KQ7 | Potency, µM (doses to about 102 µM), without a hit: at the top dose activity, negative = inhibition, hits mostly inhibitors | G9a H3K9 monomethylation, AlphaScreen, 2 h | AID 504332, 2011; also: potency is read from the fitted curve at half-maximal effect; % is scaled to controls: 0 for no effect and ±100 for the full control effect; nearly all actives have a fitted effect of over 75% in size
# Target sequence (Q96KQ7 913-1193 limits assumed): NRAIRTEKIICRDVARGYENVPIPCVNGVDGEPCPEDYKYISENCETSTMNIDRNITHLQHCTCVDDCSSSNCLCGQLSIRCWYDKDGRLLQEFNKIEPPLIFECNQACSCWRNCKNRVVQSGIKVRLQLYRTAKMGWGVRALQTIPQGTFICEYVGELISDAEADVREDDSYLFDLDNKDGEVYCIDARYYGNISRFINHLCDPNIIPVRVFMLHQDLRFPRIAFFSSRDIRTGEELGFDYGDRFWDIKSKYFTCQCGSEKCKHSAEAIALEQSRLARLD
#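 AlphaScreen read-out: biotin-H3K9 peptide (500 nM) methylation by 20 nM enzyme with 20 uM SAM, 2 h at room temperature after 15 min compound preincubation; anti-monomethyl H3K9 antibody plus donor/acceptor beads, 10 min dark.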
# GLS inhibitor = qHTS for Inhibitors of Glutaminase (GLS); Glutaminase kidney isoform, mitochondrial (Homo sapiens), O94925; GLS enzymatic activity, qHTS titration; Potency, µM (top dose mostly 45.5 µM), inactives show at the top dose activity change, negative = inhibition, usual class: inhibitors; 410,000 tested, 0.21% active; AID 624170, 2012; also: potency is read from the fitted curve at half-maximal effect; % is scaled to controls: 0 for no effect and ±100 for the full control effect
#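 Human kidney-isoform GLS in 45 mM KH2PO4 pH 8.2, 0.02% Tween-20, with compound, started with 1mM L-Glutamine (added stock). Glutamate oxidase/HRP/Amplex red coupled fluorescence read at start and after 30 min at RT.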
# PI4K2A block = qHTS for small molecular inhibitors of PI4K2A | purified PI4K2A, ADP-Glo luminescence, 1 h; stronger effect = lower value | Phosphatidylinositol 4-kinase type 2-alpha (Homo sapiens), Q9BTU6 | AID 1346378, 2018 | 420,000 tested, 0.13% active | activity change, negative = inhibition, % at 76.9 µM; in the data active = activity change below about -50%; inconclusive = mostly about -30% to -49%;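 also: -100% = wells without enzyme as full effect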
#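 ADP-Glo luminescence measured ADP generated by PI4K2A enzyme (4 ug/mL before mixing) with 1.2 mM PI substrate (pre-mix) and 300 microM ATP (pre-mix). Tris pH7.5 buffer with MgCl2, Triton X-100; 1 h reaction at ambient temperature.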
# JMJD2A Tudor inh = qHTS Assay for Inhibitors of JMJD2A-Tudor Domain | 390,000 tested, 4.4% active | Lysine-specific demethylase 4A (Homo sapiens), O75164 | Potency, µM (series often up to 114 µM), inactives show top-dose activity change, negative = inhibition, actives largely listed as inhibitors | AID 504339, 2011 | AlphaScreen JMJD2A-Tudor / H3K4me3 peptide binding; also: potency is read from the fitted curve at half-maximal effect; % is scaled to controls: 0 for no effect and ±100 for the full control effect; nearly all actives have a fitted effect of over 50% in size
# HP1b chromo inh = HTS for Inhibitors of HP1-beta Chromodomain Interactions with Methylated Histone Tails; Chromobox protein homolog 1 (Homo sapiens), P83916; AlphaScreen HP1-beta / biotin-H3K9me3 peptide binding; Potency, µM (highest dose often 114 µM), for the others: at the highest dose activity change, negative = inhibition, most hits filed as inhibitors; 390,000 tested, 0.56% active; AID 540317, 2011; also: potency is read from the fitted curve at half-maximal effect; nearly all actives have a fitted effect of over 70% in size; inactives centre near 23
# Target sequence (P83916 whole entry, looked up): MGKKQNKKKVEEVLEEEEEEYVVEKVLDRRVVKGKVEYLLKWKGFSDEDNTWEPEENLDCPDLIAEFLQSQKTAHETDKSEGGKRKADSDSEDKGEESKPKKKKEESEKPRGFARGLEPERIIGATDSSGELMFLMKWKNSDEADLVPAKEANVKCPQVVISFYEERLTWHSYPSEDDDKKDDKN
#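 HP1-beta protein (50 nM final) preincubated 30 min at room temperature with biotinylated H3(1-18)K9me3 peptide (50 nM) in PBS pH 7.4, 0.01% Tween-20, then compound added for 30 min. AlphaScreen streptavidin donor/nickel chelate acceptor beads (10 ug/mL final), 30 min dark, luminescence read.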
# Starred values were filed as active, the others as inactive; i = inactive; ? = inconclusive; / = no result given; & = joins results of further samples; [ ] = remark or other dose. Unless noted, calls follow the shape of the dose curve; as a rule, active = well fitted curve in the direction sought with a large enough effect; inconclusive = small, poorly fitted or top-dose-only effect, or another doubt; inactive = no such curve, though single readings can be large; an effect the other way counts as inactive or inconclusive. Only part of the results is shown; rates above refer to the full screens.
SMILES,ERG-DNA inh,PGK inhibitor,BAZ2B block,Pin1 inh,G9a block,GLS inhibitor,PI4K2A block,JMJD2A Tudor inh,HP1b chromo inh
COc1ccc(CC(=O)N2CCN(C)CC2)cc1OC,/,/,?,2%,3%[12.7 µM],-5%,-1,-12%,30%
CCOC(=O)c1ccccc1NC(=O)c1c(O)[nH]c(=S)[nH]c1=O,3%,-2%,/,2%,/,7%,1,2%,50%[activator]
NC(=O)Nc1cccc(C(F)(F)F)c1,10%,-7%,-2%,2%,3%[59 µM],-3%,1,9%,44%
Nc1ccc2ccc3cccc[n+]3c2c1,-13%,-9%,-7%,/,35µM*,-10%,-7,-34%,4%
O=C(NCCCN1CCCC1)c1ccc2c(c1)N(Cc1cccc(Cl)c1)C(=O)c1ccccc1S2=O (stereo not drawn),8%,1%,-11%[57.1 µM],12%,40µM*,4%,-16,-20%,19%
CN(C)C(=O)Oc1ccc(OCc2nc3ccccc3[nH]2)cc1,-4%,?,7%,0%,21%[59 µM],1%,?,-16%,8%
COc1ccc(NP(=O)(Oc2ccc(Cl)cc2)Oc2ccc(Cl)cc2)cc1OC,11%,-10%,?,-3%,?,9%,-2,?,-11%
CN1CCN(Cc2ccccc2C(F)(F)F)CC1,6%,-10%,-2%,1%,-12%[59 µM],-2%,-2,?,35%[activator]
Cc1cccnc1-n1c(C)nc2ccccc2c1=O,-4%,-7%,8%,1%,-5%[59 µM],7%,-4,-18%,3%
CCOCN(C(=O)CCl)c1c(C)cccc1CC,3%,-2%,-5%,-10%,23%[2.33 µM],-1%,2,6%,30%
C/C=C1/C[N+]2(C)CCC34C(=C(C=O)[C@H]1C[C@@H]32)Nc1ccccc14 (stereo partly drawn),4%,-4%,22%,-4%,?,6%,-6,?,10%
CNCC(O)c1cc(OCc2ccccc2)c(OCc2ccccc2)cc1F (stereo not drawn),/,-4%,/,-3%,/,-3%,-2,-19%,37%
NS(=O)(=O)c1ccc(N=Cc2c(O)n(C3CCCCC3)c(=O)n(C3CCCCC3)c2=O)cc1,/,-3%[11.5 µM],-7%,25%,2%[59 µM],-5%,1,?,1%
COC(=O)C1=C(c2ccc(S(C)(=O)=O)cc2)C[C@@H]2CC[C@H]1N2C(=O)N1CCCCC1,4%,6%,/,-8%,/,17%,-1,?,7%
O=C(NCc1ccc2c(c1)OCO2)c1cc(-n2cnnc2)ccc1Cl,-7%,i,?,?,?,/,-2,6%,21%
COc1ccc(CCn2c(O)c(/C=N/N3CCOCC3)c(=O)[nH]c2=O)cc1OC,13%,i,0%,-13%,-38%,32%[activator],2,-11%,44%[activator]
CCOc1ccc(CCNC(=O)c2cc3c(-c4cccc(OC)c4)nn(C)c3s2)cc1OCC,0%,4%,/,6%,?,20%,-3,-24%,13%
Cc1nc2ccccc2c(=O)n1-c1cc([N+](=O)[O-])cc([N+](=O)[O-])c1,2%,-2%,-32%,-11%,14%[59 µM],1%,-2,-8%,38%
Cn1cc(C(=O)OCC(=O)NC2CCCCC2)c2ccccc21,20%,-3%,10%,2%,35%[activator][12.7 µM],-8%,-3,-10%,31%
COc1cccc(-n2c(/C=C\c3ccc(Cl)cc3)nc3ccccc3c2=O)c1,-8%,i,-7%,5%,6%[59 µM],-7%,2,-14%,24%
C/C(=N\N1CCCCCC1)c1c(O)n(C2CCCCC2)c(=O)[nH]c1=O,1%,-12%,-17%,1%,-12%,9%,-3,-22%,13%
CCN(Cc1ccccc1)C(=O)Cn1c(=O)oc2ccccc21,-13%,4%,/,0%,8%,-10%,6,3%,34%[activator]
Cc1ccc(C(O)(c2ccc(C)c(C)c2)C2CN3CCC2CC3)cc1C (stereo not drawn),-1%,-6%,-25%,-7%,-10%,0%,-1,-34%,14%
COC1=CC(=O)OC(CCc2ccc3c(c2)OCO3)C1 (stereo not drawn),20%,-4%,/,-11%,/,6%,0,-18%,7%
CC(C)Sc1nnc([C@@H](N)Cc2ccccc2)o1,0%,6%,?,-18%,-44%[0.501 µM],-1%,-1,-32%,21%
CCc1ccc(-n2nc(C)c3c2NC(=O)CSC3c2ccccc2C)cc1 (stereo not drawn),7%,/,4%,-1%,2%[59 µM],-4%,-3,1%,32%
O=C(NC1CCCCCC1)c1ccc[nH]c1=S,-1%,0%,-4%,0%,2.5µM*,-16%,4,5µM*,?
CC1OC(OC2C(O)CC(OC3C(O)CC(OC4CCC5(C)C(CCC6C5CCC5(C)C(C7=CC(=O)OC7)C(O)CC65O)C4)OC3C)OC2C)CC(O)C1O (stereo not drawn),/,-14%,/,9%,/,-7%,3,2%,36%[activator]
CN1CCN(C(=O)COc2ccc(S(=O)(=O)NC3CCCCC3)cc2Cl)CC1,2%,i,-23%,-8%,15%,0%,-7,-14%,32%
C=CC1CN2CCC1CC2C(O)c1ccnc2ccccc12 (stereo not drawn),6%,-4%,/,-4%,-1%&-28%[2.33 µM],2%,-3,-10%,30%
COc1ccc(OCC(=O)N2CCN(Cc3cc(=O)n4nc(-c5ccccc5C)sc4n3)CC2)cc1,2%,-3%,-16%,1%,4%[59 µM],-8%,-6,-25%,3%[57 µM]
COC(=O)[C@]12OC[C@]34C([C@@H](O)[C@@H]1O)[C@]1(C)CC(=O)C(O)=C(C)[C@@H]1C[C@H]3OC(=O)[C@H](O)[C@@H]24 (stereo partly drawn),-10%,i,4%,1%,4%[59 µM],0%,0,-3%,41%[activator]
C=C(C)CSc1nnc([C@@H](N)Cc2ccccc2)o1,6%,-9%,5%,-4%,/,2%,-2,-22%,16%
COc1ccc(-n2c(-c3ccccc3)nc3ccccc3c2=O)cc1,-13%,-1%,-3%,0%,-5%,20%,-6,13%,10%
COC(=O)C1=C(c2ccccc2OCc2ccccc2)C[C@@H]2CC[C@H]1N2C(=O)NCCc1ccc(F)cc1,-1%,3%,3%,?,-5%[2.33 µM],4%,6,-13%,24%
Cc1cc(Cl)ccc1OCC(=O)O,0%,-10%,-22%,4%,-4%[59 µM],-2%,0,-15%,28%
CCOC(=O)CSc1ncnc2c1cnn2-c1ccccc1,5%,-3%,7%,0%,-2%[2.33 µM],2%,0,11%,51%[activator]
O=C(COc1ccc2ccccc2c1)N1CCN(Cc2c[nH]c3ccccc23)CC1,9%,-3%,50µM*,-4%,?,-1%,-6,8.9µM*,?
CCCCN1CC(O)=C(c2nc3ccccc3s2)C1=N,6%,-1%,3%,0%,-8%[59 µM],14%,-10,-14%,?
COc1ccc(C(C)=O)cc1CN1CC=C(c2ccccc2)CC1,-4%,-7%,50µM*,-5%,13µM*,-12%,2,45µM*,79µM*
CC/C(=N\NC(=O)c1ccccc1O)c1c(O)n(Cc2ccccc2)c(=O)[nH]c1=O,-7%,-6%,4%,?,?,13%,-6,-1%[11.4 µM],-16%
N#CSCC(=O)N1c2ccccc2CCc2ccccc21,3%,-7%,-6%,-2%,?,8%,-23,-9%,44%[activator]
Cc1cc2c(C(F)(F)F)cc(=O)oc2c2c1NCCC2,/,-10%,1%,?,/,7%,-5,-13%,30%
CCSc1nnc([C@@H](N)Cc2ccccc2)o1,1%,4%,-32%,1%,?,3%,4,-12%,35%
CC1CCCN(C(=O)CCl)C1 (stereo not drawn),-4%,i,3%,1%,?,20%,-21,-1%,11%
CC(C)(C)c1ccc(S(=O)(=O)Nc2ccc(O)c(Sc3nc4ccccc4s3)c2)cc1,-9%,-2%,-37%,-3%,?,31%[activator],-2,?,-5%
C[C@]1(O)CC[C@H]2[C@@H]3CCC4=CC(=O)CC[C@]4(C)[C@@]3(F)[C@@H](O)C[C@@]21C,6%,5%,/,1%,/,-4%,-1,-17%,54%[activator]
O=C(NC1CN2CCC1CC2)c1ccc(-c2ccc([N+](=O)[O-])cc2)o1 (stereo not drawn),11%,2%,-30%,9%,?,-9%,9,-27%,-2%
N#Cc1ccc(NC(=O)CN2C(=O)NC3(CCCC3)C2=O)cc1Cl,4%,0%,6%,-2%,-9%,1%,-1,2%,30%
CCOC(=O)/C(CCCN(CC)CC)=N\O,0%,i,?,-2%,?,13%,-7,?,13%
COc1ccc(C(=O)O)cc1OC,-3%,-7%,/,-4%,-58%[2.33 µM],2%,-1,-7%,20%
COc1cc(/C=C(/C)[N+](=O)[O-])ccc1OCc1ccccc1Cl,-3%,-1%,?,1%,10µM*,-15%,9,-28%,-1%
